Bioassay records deposited in PubChem by Johns Hopkins Ion Channel Center.
CHT allo act: allosterically activates the human high affinity choline transporter; Q9GZV3; CHT-expressing cells, membrane potential dye, choline EC20; active compounds read high; LV-AA mutant CHT in HEK293 cells; B-score at 10 µM; 310,000 compounds, 0.49% hits;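 active = initial fluorescence not abnormally high and integrated response B-score, plate-corrected, over 3 SD above library mean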
Target sequence (Q9GZV3 whole entry, looked up): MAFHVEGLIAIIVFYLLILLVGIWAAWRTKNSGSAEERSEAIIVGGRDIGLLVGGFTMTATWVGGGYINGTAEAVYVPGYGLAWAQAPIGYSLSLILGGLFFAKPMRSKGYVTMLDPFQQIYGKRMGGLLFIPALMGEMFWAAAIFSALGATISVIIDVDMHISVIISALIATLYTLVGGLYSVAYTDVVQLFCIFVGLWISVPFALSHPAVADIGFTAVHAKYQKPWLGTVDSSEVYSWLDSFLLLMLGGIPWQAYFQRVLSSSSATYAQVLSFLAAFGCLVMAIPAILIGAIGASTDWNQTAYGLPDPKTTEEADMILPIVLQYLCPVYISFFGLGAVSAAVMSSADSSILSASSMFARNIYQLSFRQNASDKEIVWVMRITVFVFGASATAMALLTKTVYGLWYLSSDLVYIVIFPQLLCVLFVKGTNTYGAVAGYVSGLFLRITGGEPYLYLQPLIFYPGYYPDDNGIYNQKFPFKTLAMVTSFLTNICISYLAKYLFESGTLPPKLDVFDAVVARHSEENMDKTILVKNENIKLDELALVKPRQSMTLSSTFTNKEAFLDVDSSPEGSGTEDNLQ
CHT block: inhibits the human high affinity choline transporter | CHT-expressing cells, membrane potential dye, choline response; active compounds read low | B-score at 10 µM | 310,000 compounds, 0.86% hits;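 active = B-score over 3 SD under the library average, and starting fluorescence ratio not unusually high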;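 also: choline stimulus applied at its EC90 after an EC20 pre-addition; B-score computed on integrated fluorescence ratio after choline addition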
* marks the source's active call; other numbers are inactive results; i = inactive.

The line under a structure holds: CHT allo act	CHT block
CCOC(=O)c1[nH]c2cc3c(cc2c1NC(=O)CN1CCCCC1C)OCO3 (centres undefined)
  i	i
COc1ccc(CCOC(=O)c2ccc(N)c([N+](=O)[O-])c2)cc1
  i	i
CC(C)(C)Cc1nnc(NC(=O)Cc2ccc([N+](=O)[O-])cc2)s1
  i	i
O=P(Cc1ccncc1)(c1ccccc1)c1ccccc1
  i	i
O=C(CNC1CCCCC1)Nc1cc(S(=O)(=O)N2CCOCC2)ccc1Cl
  i	i
CC1CCN(C(=O)c2ccc(NS(=O)(=O)c3cccs3)cc2)CC1
  i	i
CSc1ccccc1NC(=O)COC(=O)c1ccccc1Cc1ccccc1
  i	i
COc1ccc(S(=O)(=O)N2Cc3ccccc3CC2C(=O)Nc2nccs2)cc1 (centres undefined)
  i	i
COc1cc(C2NC(=O)NC(c3ccccc3)=C2C(C)=O)c(Br)cc1OCC(N)=O (centres undefined)
  i	i
Cc1ccc(Oc2ccccc2/C=N/O)cc1
  i	i
O=C(NCc1cccnc1)C(=O)Nc1nccs1
  i	i
Cc1ccc(NC(=S)NCCSc2ccc(Cl)cc2)c(C)c1
  i	i
CC(=O)Nc1ccc(S(=O)(=O)Nc2cccc3cccnc23)cc1
  i	i
COc1ccc(NC(=O)CCCC(=O)OCC(F)(F)C(F)F)cc1
  i	i
N#Cc1c[nH]n2c(=O)cc(Cc3ccccc3)nc12
  i	i
O=C(NCc1ccco1)c1cc([N+](=O)[O-])ccc1N1CCOCC1
  i	i
COCCCn1c(SCc2nc3ccccc3c(=O)[nH]2)nc2ccccc2c1=O
  i	i
CC1CCCCC1NC(=O)c1cccc(N2C(=O)C3C4C=CC(C4)C3C2=O)c1 (centres undefined)
  i	-8.4*
CCOc1ccc(OCCC(=O)OCC(=O)N2CCN(S(=O)(=O)c3ccc(C)cc3)CC2)cc1
  i	i
O=C(Nc1ccccc1O)c1ccccc1O
  i	-8.9*
N#Cc1c(-c2ccc(F)cc2)ccnc1N1CCOCC1
  i	i
O=C(CSc1ncnc2sc3c(c12)CCCC3)c1ccccc1
  i	i
COc1ccc(S(=O)(=O)NC(N)=NCCc2ccc(OC)c(OC)c2)cc1
  i	i
Cc1ccc(SCC(=O)NC2CCCCCC2)cc1
  i	i
COC(=O)c1ccc(CN2CCCC(CNC(=O)Cc3ccc(OC)cc3)C2)cc1 (centres undefined)
  i	i
O=S(=O)(/N=C(/Nc1ccccc1)C(F)(F)F)c1ccccc1
  i	i
Cc1nc2ccccc2n1CC(=O)NN
  i	i
COC(=O)c1sccc1NS(=O)(=O)c1ccc(F)cc1F
  i	i
Cc1[nH]n(-c2ccccc2)c(=O)c1C=Nc1ccc2[nH]c(=O)[nH]c2c1
  i	i
Cc1c(C#N)c2ncn(CCCN(C)C)c(=O)c2n1-c1ccccc1
  i	i

More entries follow.
The line under a structure holds: CHT allo act	CHT block
O=C(CSc1nnc(CNC(=O)c2ccccc2F)o1)c1ccc(Cl)cc1
  i	i
Cn1ncc(Br)c1C(=O)N1CCN(C(=O)c2ccco2)CC1
  i	i
NS(=O)(=O)c1ccc(CCNC(=O)/C=C/c2ccccc2[N+](=O)[O-])cc1
  i	i
CC(=O)N(C)c1ccc(NC(=O)Nc2ccc(C)c(C)c2)cc1
  i	i
O=C(NCCSc1ccccc1)c1cccnc1
  i	i
CCOC(=O)N1CCC(NC(=O)c2cc3c(-c4ccc(OC)c(OC)c4)nn(C)c3s2)CC1
  i	i
CN(CCO)c1cc(Sc2nc3ccccc3s2)c2nonc2c1[N+](=O)[O-]
  i	i
O=C(N/N=C/c1ccc(Cl)c([N+](=O)[O-])c1)c1cc(-c2ccccc2)nc2ccccc12
  i	i
COc1ccccc1CN1CCCCC1C(=O)O (centres undefined)
  i	i
CC(=O)c1c(C)[nH]c(C(=O)Nc2nccs2)c1C
  i	i
CC12CC3(C)CC(C)(C1)CC(C(=O)NC(=S)N1CCCC1)(C2)C3
  i	i
Cc1ccc(SCC(=O)Nc2ccc(N3CCOCC3)cc2)c(C)c1
  i	i
C=CCN(Cc1cc(OC)ccc1OC)S(=O)(=O)N(C)C
  i	i
O=c1c2ccccc2[nH]c2ccc(F)cc12
  i	i
CCCC(=O)Nc1cccc(S(=O)(=O)N(C)c2ccccc2)c1
  i	i
CCCSc1nnc(Cn2c(=O)sc3ccccc32)n1C
  i	i
CC(C)Oc1ccc(N2CC(C(=O)Nc3ccccc3F)CC2=O)cc1 (centres undefined)
  i	i
COCCNC(=O)[C@@H]1CCCN1C(=O)C1CCN(S(=O)(=O)c2ccc(C)cc2)CC1
  i	i
Cc1cc(C)n2nc(CC#N)c(C#N)c2n1
  i	i
S=C(NCc1ccc(Cl)c(Cl)c1)Nc1ccc2c(c1)OCO2
  i	i
COc1ccc(NC(=O)Cn2ncn3c(cc4ccccc43)c2=O)c(OC)c1OC
  i	i
Cc1ccc(NC(=O)COC(=O)/C=C/c2cccs2)cc1
  i	i
O/N=C/c1cccnc1Sc1ccccc1
  i	i
Cc1ccc(S(=O)(=O)N(C)c2cc(S(=O)(=O)Nc3ccncc3)c(C)cc2C)cc1
  i	i
O=c1cc(CO)oc(C(Nc2cccc(C(F)(F)F)c2)c2ccccn2)c1O (centres undefined)
  i	i
COc1ccc(N2CCN(CC(=O)Nc3nc4c(s3)CC(C)CC4)CC2)cc1 (centres undefined)
  i	i
Cc1cccc(N=C2NC(=O)/C(=C/c3cccn3C)S2)c1
  i	i
CN(C)C=NC(=O)c1[nH]c2ccc(Cl)cc2c1-c1ccccc1
  i	i
CSc1ccccc1OCc1cc(C(=O)N2CCSCC2)no1
  i	i
O=c1[nH]c(N2CCN(c3ccccc3)CC2)nc2c1CCC2
  i	i

(next part)
The line under a structure holds: CHT allo act	CHT block
O=C(Cn1c(-c2ccccc2)noc1=O)NCc1ccccc1
  i	i
Cc1ccccc1-n1c(SCC(=O)N/N=C/C=C/c2ccccc2[N+](=O)[O-])nc2ccccc2c1=O
  i	i
CC(/C=C/c1ccccc1)=N\NC(=O)c1ccc2c(c1)OCCO2
  i	i
CC(=O)Nc1cccc(NC(=O)C(=O)c2cn(CC(=O)N3CCCCC3)c3ccccc23)c1
  i	i
Cc1cc(C)cc(SCc2noc(C(=O)NCC3CCCO3)c2C(=O)O)c1 (centres undefined)
  i	i
CC(=C\C(=O)O)/C(=C/c1ccco1)C(=O)O
  i	i
CCCc1[nH]n(-c2ccc(F)cc2)c(=O)c1C=Nc1ccc(C)cc1
  i	i
CCc1ccc(NC(=O)C(=O)NCC2CCCO2)cc1 (centres undefined)
  i	i
O=c1nc(SCc2ccc(Cl)cc2)nc(-c2ccccc2)[nH]1
  i	i
C=CCC1c2cccc(C(=O)O)c2C(=O)N1c1ccc(F)cc1 (centres undefined)
  i	i
COc1ccc(N2CCN(c3nc4cc(C)ccc4cc3C=O)CC2)cc1
  i	i
CC(NC(=O)C1CC1)c1ccc(-c2ccccc2)cc1 (centres undefined)
  i	i
COc1cc(-c2noc(-c3cccs3)n2)cc(OC)c1OC
  i	i
O=C(CO/N=C/c1ccccc1OC(F)F)NCc1ccco1
  i	i
C=CCn1cnc2c(nnn2-c2cc(C)cc(C)c2)c1=O
  i	i
Cc1cccc(C)c1NS(=O)(=O)c1cc2c3c(c1)CCN3C(=O)CC2
  i	i
Cc1cc(C)cc(OCC(=O)OC(C)C(=O)Nc2ccc(Cl)cn2)c1 (centres undefined)
  i	i
Nc1ccc2nc(CCCCCCc3nc4ccc(N)cc4[nH]3)[nH]c2c1
  i	i
Cc1cccc([C@@H]2[C@@H]3C(=O)N(Cc4ccccc4)C(=O)[C@@H]3[C@]3(C)C(=O)N(c4ccc(Br)cc4)C(=O)N23)c1
  i	i
Cc1c(N=Cc2c(O)n(Cc3ccco3)c(=O)c3ccccc23)c(=O)n(-c2ccccc2)n1C
  i	i
CC(=O)c1ccc(NC(=O)c2ccc(CNc3c(N4CCOCC4)c(=O)c3=O)cc2)cc1
  i	i
CCCc1cc(=O)[nH]c(SCC(=O)N2CCN(S(=O)(=O)c3ccc(C)cc3C)CC2)n1
  i	i
CN1CCN(c2ccc(NC(=O)COc3cccc4ccccc34)cc2)CC1
  i	i
CCCn1nnnc1SCC(=O)NCc1ccc2c(c1)OCO2
  i	i
CCCN(CCO)C1CCN(CCc2ccccc2)CC1
  i	i
O=C(COC(=O)CSc1ccc(F)cc1)NCC1CCCCC1
  i	i
Cc1cccc(NC2=NC(=S)N(c3cccc(C(=O)O)c3)C23CCCCC3)c1
  i	i
Cc1sc2ncnc(SCC(=O)NNC(=O)COc3cccc4ccccc34)c2c1C
  i	i
COc1ccc(CN2CCN(C(=O)c3ccco3)CC2)cc1OC
  i	i
O=C(CSc1nnc(Cc2cccs2)n1Cc1ccco1)Nc1cc(Cl)cc(Cl)c1
  i	i

Four entries from above, as labelled records.
Molecule: Cc1cccc(NC2=NC(=S)N(c3cccc(C(=O)O)c3)C23CCCCC3)c1
  CHT allo act = i; CHT block = i

Molecule: C=CCn1cnc2c(nnn2-c2cc(C)cc(C)c2)c1=O
  CHT allo act = i; CHT block = i

Molecule: Cc1cc(C)cc(OCC(=O)OC(C)C(=O)Nc2ccc(Cl)cn2)c1 (centres undefined)
  CHT allo act = i; CHT block = i

Molecule: O=C(CO/N=C/c1ccccc1OC(F)F)NCc1ccco1
  CHT allo act = i; CHT block = i

Next structures
Structure,CHT allo act,CHT block
CCOc1ccc(NC(=O)N(C2CCCC2)C2CCN(C(C)=O)CC2)cc1,i,i
COc1ccc(CCn2nnnc2C(CC(C)C)N2CCN(c3ncccn3)CC2)cc1OC (centres undefined),i,i
COc1ccc(NC(=O)CCC(=O)N(Cc2ccc(OC)c(OC)c2)c2nccs2)c(OC)c1,i,i
C=CCn1c(SCC(=O)NC2CCCCC2)nnc1C(C)NC(=O)c1cccs1 (centres undefined),i,i
CCC(CC)c1nnc(NC(=O)CCc2ccc(OC)cc2)s1,i,i
CC(C)CN(Cc1cc2ccccc2[nH]c1=O)C(=O)c1cccnc1,i,i
C=CCN(CC(=O)NC1CCCC1)C(=O)C(=O)Nc1ccc2c(c1)OCCO2,i,i
O=S(=O)(Nc1ccccn1)c1cccs1,i,i
CCOc1ccc(-c2nc(CCl)cs2)cc1,i,i
C=CCn1c(C)cc(C(=O)CN2C(=O)NC3(CCCc4ccccc43)C2=O)c1C (centres undefined),i,i
CNC(=O)c1sc(-c2cccs2)nc1C,i,i
CCN(CC)CCn1c2ccccc2c2nc3ccccc3nc21,i,i
Cn1cccc1C(=O)C(=O)Nc1cc(Cl)cc(Cl)c1,i,i
COC(=O)c1cccc(NC(=O)CCc2cc(OC)c(OC)c(OC)c2)c1,i,i
O=C(NCC(=O)N(CCc1ccccc1)C(C(=O)NC1CCCC1)c1cccnc1)c1ccco1 (centres undefined),i,i
O=C1CCC/C1=C/Nc1ccc(Cl)cc1,i,i
COC(=O)c1ccc(N2CCCCC2)c(NC(=O)c2ccco2)c1,i,i
O=C(C[n+]1ccc(/C=N/O)cc1)NCc1ccccc1,i,i
COc1cc2c(cc1NC(=O)c1cccnc1)CCCC2,i,i
COc1cccc(CN2CCNC(=O)C2CC(=O)NC2CCOCC2)c1OC (centres undefined),i,i
CC(=O)Oc1ccc(-c2csc(Nc3cccnc3)n2)cc1,i,i
COc1ccc(CCNS(=O)(=O)c2cc3c4c(c2)C(C)C(=O)N4CCC3)cc1OC (centres undefined),i,i
CC(C)(C)C(=O)Oc1cccc(Nc2ncnc3ccccc23)c1,i,-5*
CC(=O)N[C@H]1C(O)O[C@H](CO)[C@@H](O)[C@@H]1O (some centres undefined),i,i
CCC(=O)N1CCCc2cc(S(=O)(=O)N3CCN(c4ccccc4F)CC3)ccc21,i,i
CS(=O)(=O)NCCSCc1ccc(Cl)cc1,i,i
O=C(NCC(c1ccco1)N1CCc2ccccc21)c1ccccc1F (centres undefined),i,i
O=C(O)CCCNS(=O)(=O)c1cccc2nsnc12,i,i
COc1ccc(NS(=O)(=O)c2ccc(NC(=S)NCC3CCCO3)cc2)cc1 (centres undefined),i,i
COc1cccc(C(=O)NC(=S)Nc2ccccc2N2CCOCC2)c1,i,i

Other compounds:
Structure,CHT allo act,CHT block
O=C(NCc1cccnc1)C(=O)NCC1OCCN1S(=O)(=O)c1ccccc1 (centres undefined),i,i
CC(=O)Nc1ccc(S(=O)(=O)NCCNc2ccccc2[N+](=O)[O-])cc1,i,i
COc1ccccc1CNC(=O)c1csc(Cc2ccc(Cl)cc2)n1,i,i
CCc1noc(C)c1C(=O)Nc1nc(-c2cc(C)ccc2C)c(C)s1,i,i
CCOc1c(CNCCCSc2nc(C)cc(C)n2)cccc1OC,i,i
O=C(COc1ccc2ccc(=O)oc2c1)Nc1ccc(N2CCOCC2)cc1,i,i
Cc1ccc(-c2nnc3ccc(SCC(=O)N4CCCc5ccccc54)nn23)cc1,i,i
O=C(c1ccccc1)N1CCOC12CCN(c1ncc(C(F)(F)F)cc1Cl)CC2,i,i
CC1(C)CC(=O)C2=C(C1)NC(=O)NC2c1ccccc1Cl (centres undefined),i,i
COc1ccc(/C=N\NS(=O)(=O)c2ccc(C)cc2)cc1COc1ccccc1[N+](=O)[O-],i,i
CCOC(=O)N1CCc2c(sc3[nH]c(=S)[nH]c(=S)c23)C1,i,i

Reprinted at random: five compounds from above.
Structure,CHT allo act,CHT block
O=C(c1ccccc1)N1CCOC12CCN(c1ncc(C(F)(F)F)cc1Cl)CC2,i,i
COc1ccccc1CNC(=O)c1csc(Cc2ccc(Cl)cc2)n1,i,i
O=C(NCc1cccnc1)C(=O)NCC1OCCN1S(=O)(=O)c1ccccc1 (centres undefined),i,i
Cc1ccc(-c2nnc3ccc(SCC(=O)N4CCCc5ccccc54)nn23)cc1,i,i
CCOc1c(CNCCCSc2nc(C)cc(C)n2)cccc1OC,i,i
